Compound activity from PubChem BioAssay.
NSD2 block – inhibitors of human NSD2 methyltransferase; AID 624260; actives 0.07% (n = 44,000); NSD2-SET H3K36me1 DELFIA fluorescence, biochemical; inhibition, % at 12.5 µM; in the data active = inhibition above about 54%, passing the limit was not always enough;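 note: inhibitors reduce the monomethyl H3K36 fluorescence signal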
Target sequence (O96028 whole entry, looked up): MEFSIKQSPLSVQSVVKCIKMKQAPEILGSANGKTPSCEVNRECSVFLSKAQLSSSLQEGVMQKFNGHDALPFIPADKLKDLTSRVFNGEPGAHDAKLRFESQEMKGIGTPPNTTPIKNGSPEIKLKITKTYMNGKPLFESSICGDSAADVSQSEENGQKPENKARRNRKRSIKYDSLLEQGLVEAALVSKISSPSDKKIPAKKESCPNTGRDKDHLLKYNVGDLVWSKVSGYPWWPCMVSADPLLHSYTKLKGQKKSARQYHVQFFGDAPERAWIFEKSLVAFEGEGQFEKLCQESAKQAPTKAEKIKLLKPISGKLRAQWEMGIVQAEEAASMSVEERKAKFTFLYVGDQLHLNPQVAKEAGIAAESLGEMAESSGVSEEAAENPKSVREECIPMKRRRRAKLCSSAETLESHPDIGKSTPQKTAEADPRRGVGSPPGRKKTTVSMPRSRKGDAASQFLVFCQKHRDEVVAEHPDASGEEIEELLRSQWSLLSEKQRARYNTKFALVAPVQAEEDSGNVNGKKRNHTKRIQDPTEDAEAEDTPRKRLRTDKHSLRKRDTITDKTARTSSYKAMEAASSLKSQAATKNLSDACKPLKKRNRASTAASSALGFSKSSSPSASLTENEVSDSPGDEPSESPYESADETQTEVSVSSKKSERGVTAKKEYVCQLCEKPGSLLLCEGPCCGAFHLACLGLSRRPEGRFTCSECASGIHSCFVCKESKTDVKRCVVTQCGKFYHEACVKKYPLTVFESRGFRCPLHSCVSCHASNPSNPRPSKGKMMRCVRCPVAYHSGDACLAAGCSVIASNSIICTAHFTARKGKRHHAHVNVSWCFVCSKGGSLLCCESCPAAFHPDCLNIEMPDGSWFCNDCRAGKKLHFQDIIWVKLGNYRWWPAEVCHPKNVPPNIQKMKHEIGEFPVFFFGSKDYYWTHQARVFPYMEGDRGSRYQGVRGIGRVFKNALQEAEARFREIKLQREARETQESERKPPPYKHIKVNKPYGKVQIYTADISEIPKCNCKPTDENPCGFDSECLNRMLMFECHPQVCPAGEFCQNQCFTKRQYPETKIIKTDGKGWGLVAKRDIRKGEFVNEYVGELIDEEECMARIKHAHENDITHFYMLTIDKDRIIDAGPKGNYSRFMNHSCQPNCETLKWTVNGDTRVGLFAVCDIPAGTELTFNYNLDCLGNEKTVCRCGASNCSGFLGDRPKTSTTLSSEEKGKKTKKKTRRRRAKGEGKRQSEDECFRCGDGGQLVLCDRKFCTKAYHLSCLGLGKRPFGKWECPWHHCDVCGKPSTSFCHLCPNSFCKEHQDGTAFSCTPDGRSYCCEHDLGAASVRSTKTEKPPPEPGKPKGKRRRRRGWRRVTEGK
* hit, by the source's call. The list is partial; count on the stated rates, not on these rows.

SMILES	NSD2 block
C[C@H](CO)N1C[C@H](C)[C@@H](CN(C)C(=O)Nc2ccccc2)Oc2ccc(NC(=O)Nc3cccc4ccccc34)cc2CC1=O	0.2
CC(C)COC(=O)N(C)C[C@H]1OCc2cnnn2CCCC(=O)N([C@@H](C)CO)C[C@@H]1C	0.4
C[C@@H]1CCCCO[C@H](CN(C)C(=O)Nc2ccc(C(F)(F)F)cc2)[C@@H](C)CN([C@@H](C)CO)C(=O)c2cc(NS(=O)(=O)c3cccs3)ccc2O1	-4.7
C[C@H]1CN([C@@H](C)CO)S(=O)(=O)c2ccc(Br)cc2O[C@H]1CN(C)C(=O)CN(C)C	-10.8
COc1ccc(CN(C)C[C@H]2OCCCC[C@@H](C)Oc3ccc(NC(=O)c4ccccc4)cc3C(=O)N([C@@H](C)CO)C[C@@H]2C)cc1	5.5
C[C@H](CO)N1C[C@H](C)[C@@H](CN(C)Cc2ccc(C(=O)Nc3ccccc3N)cc2)Oc2ccc(NC(=O)Nc3ccc4c(c3)OCO4)cc2CC1=O	2.7
C[C@H]1CN([C@@H](C)CO)C(=O)c2cccc(NC(=O)c3ccc(-c4nccs4)cc3)c2O[C@H]1CN(C)Cc1ccc2c(c1)OCO2	-0.3
C[C@H](CO)N1C[C@H](C)[C@@H](CN(C)Cc2ccc(C(F)(F)F)cc2)Oc2ccc(NC(=O)Nc3ccc(C(F)(F)F)cc3)cc2C1=O	-10.4
C[C@H](CO)N1C[C@H](C)[C@H](CN(C)Cc2ccc(C(F)(F)F)cc2)OCCCC[C@H](C)Oc2ccc(NC(=O)C3CCCCC3)cc2C1=O	-4.5
CNC[C@@H]1Oc2ccc(NS(=O)(=O)c3ccccc3)cc2C(=O)N([C@H](C)CO)C[C@H]1C	2.1

In another format: results already given
| canonical_smiles | NSD2 block |
| --- | --- |
| CNC[C@@H]1Oc2ccc(NS(=O)(=O)c3ccccc3)cc2C(=O)N([C@H](C)CO)C[C@H]1C | 2.1 |
| C[C@H](CO)N1C[C@H](C)[C@@H](CN(C)C(=O)Nc2ccccc2)Oc2ccc(NC(=O)Nc3cccc4ccccc34)cc2CC1=O | 0.2 |
| CC(C)COC(=O)N(C)C[C@H]1OCc2cnnn2CCCC(=O)N([C@@H](C)CO)C[C@@H]1C | 0.4 |
| C[C@@H]1CCCCO[C@H](CN(C)C(=O)Nc2ccc(C(F)(F)F)cc2)[C@@H](C)CN([C@@H](C)CO)C(=O)c2cc(NS(=O)(=O)c3cccs3)ccc2O1 | -4.7 |
| C[C@H]1CN([C@@H](C)CO)S(=O)(=O)c2ccc(Br)cc2O[C@H]1CN(C)C(=O)CN(C)C | -10.8 |
| C[C@H](CO)N1C[C@H](C)[C@@H](CN(C)Cc2ccc(C(F)(F)F)cc2)Oc2ccc(NC(=O)Nc3ccc(C(F)(F)F)cc3)cc2C1=O | -10.4 |

Next section
SMILES	NSD2 block
NC(=O)COc1ccccc1/C=N/NC(=O)c1cccc(C(=O)NO)c1	-1.4
CN1CCN(C(=O)C2=C[C@H](C(C)(C)C)C[C@H](OCc3ccc(CO)cc3)O2)CC1	6.6
CC1(C)O[C@@H]2C[C@H]3[C@@H]4C[C@H](F)C5=CC(=O)C=C[C@]5(C)[C@H]4[C@@H](O)C[C@]3(C)[C@]2(C(=O)CO)O1	1.4
C[C@H](CO)N1C[C@H](C)[C@@H](CN(C)C(=O)Nc2ccccc2F)Oc2ncc(-c3ccccc3)cc2C1=O	2.0
C[C@@H]1CCCCO[C@H](CN(C)S(=O)(=O)c2ccccc2)[C@@H](C)CN([C@H](C)CO)C(=O)c2cc(NC(=O)Nc3ccccc3)ccc2O1	-2.7
C[C@@H]1CCCCO[C@H](CN(C)C(=O)c2ccncc2)[C@@H](C)CN([C@@H](C)CO)C(=O)c2cc(NC(=O)NC3CCCCC3)ccc2O1	4.9
C[C@@H]1CN([C@H](C)CO)C(=O)c2cc(-c3ccc(C#N)cc3)cnc2O[C@H]1CN(C)C(=O)Nc1ccc(F)cc1	29.1
CC[N+](C)(CC)CC(=O)Nc1c(C)cccc1C	3.1
O=C(C[C@@H]1C[C@@H]2c3cc(NC(=O)C4CCC4)ccc3O[C@@H]2[C@@H](CO)O1)NC1CCCC1	0.5
C[C@H]1CN([C@@H](C)CO)C(=O)Cc2cc(NS(=O)(=O)c3ccc(Cl)cc3)ccc2O[C@H]1CN(C)Cc1ccc(Oc2ccccc2)cc1	-7.7
CC(C)C#Cc1ccc2c(c1)O[C@H](CN(C)C(=O)CN(C)C)[C@H](C)CN([C@@H](C)CO)S2(=O)=O	-1.1
C[C@H](CO)N1C[C@H](C)[C@@H](CN(C)S(C)(=O)=O)Oc2cc(C3=CCCCC3)ccc2S1(=O)=O	-5.9
CC(C)C#Cc1cnc2c(c1)C(=O)N([C@H](C)CO)C[C@H](C)[C@H](CN(C)Cc1ccccc1F)O2	-2.6
C[C@H]1CN([C@@H](C)CO)C(=O)c2cccc(NS(C)(=O)=O)c2O[C@H]1CN(C)C	1.2
C[C@H](CO)N1C[C@H](C)[C@H](CN(C)C(=O)Nc2ccc(C(F)(F)F)cc2)Oc2ccc(NC(=O)CCN3CCOCC3)cc2C1=O	-0.4
COCC#Cc1cnc2c(c1)C(=O)N([C@@H](C)CO)C[C@H](C)[C@H](CN(C)C(=O)Nc1ccc(OC)cc1)O2	-0.4
COCCNC(=O)C[C@@H]1C[C@H]2c3cc(N(C)C)ccc3O[C@H]2[C@H](CO)O1	-0.7
C[C@@H]1CN([C@H](C)CO)C(=O)c2cc(NC(=O)Nc3ccc4c(c3)OCO4)ccc2O[C@H]1CN(C)C(=O)Nc1ccc(C(F)(F)F)cc1	2.6
Cc1noc(C)c1S(=O)(=O)Nc1ccc2c(c1)C(=O)N([C@@H](C)CO)C[C@@H](C)[C@@H](CN(C)CC1CCCCC1)O2	-8.1
C[C@@H]1CCCCO[C@@H](CN(C)C(=O)Nc2cccc3ccccc23)[C@@H](C)CN([C@H](C)CO)C(=O)c2cc(NC(=O)Nc3ccccc3)ccc2O1	1.9
C[C@H](CO)N1C[C@H](C)[C@@H](CN(C)Cc2ccc3c(c2)OCO3)Oc2ccc(NC(=O)c3ccncc3)cc2C1=O	-0.6
C[C@@H]1CN([C@H](C)CO)C(=O)Cc2cc(NS(=O)(=O)c3ccc(F)cc3)ccc2O[C@H]1CN(C)S(=O)(=O)c1ccccc1	-1.4
C[C@H](CO)N1C[C@H](C)[C@@H](CN(C)C(=O)c2ccncc2)Oc2ncc(/C=C/c3ccccc3)cc2C1=O	1.6
COc1ccc(NC(=O)Nc2ccc3c(c2)C(=O)N([C@H](C)CO)C[C@@H](C)[C@@H](CN(C)Cc2ccccc2)OCCCC[C@H](C)O3)cc1	-11.5
CC(C)CC#Cc1ccc2c(c1)O[C@@H](CN(C)S(C)(=O)=O)[C@H](C)CN([C@H](C)CO)S2(=O)=O	-3.9
O=C(C[C@@H]1C[C@@H]2c3cc(NC(=O)C4CCC4)ccc3O[C@@H]2[C@@H](CO)O1)NCC1CC1	4.8
CCC(=O)N(C)C[C@@H]1Oc2cc(-c3ccc(F)cc3)ccc2S(=O)(=O)N([C@@H](C)CO)C[C@@H]1C	5.4
C[C@H](CO)N1C[C@H](C)[C@H](CN(C)C)Oc2ccc(NS(=O)(=O)c3cn(C)cn3)cc2CC1=O	-4.2
C[C@@H]1CN([C@@H](C)CO)C(=O)Cc2cc(NC(=O)CCC(F)(F)F)ccc2O[C@@H]1CN(C)S(=O)(=O)c1ccccc1	2.3
C[C@H]1CN([C@@H](C)CO)C(=O)c2cc(NC(=O)Nc3ccc(F)cc3)ccc2O[C@@H]1CN(C)C(=O)Nc1ccc2c(c1)OCO2	0.5
O=C(C[C@H]1CC[C@@H](NS(=O)(=O)c2ccccc2)[C@H](CO)O1)NCc1ccncn1	3.8
C[C@@H]1CN([C@H](C)CO)C(=O)c2cc(N(C)C)ccc2O[C@@H](C)CCCCO[C@H]1CN(C)C(=O)NC1CCCCC1	0.2
COc1ccc(S(=O)(=O)Nc2ccc3c(c2)C(=O)N([C@H](C)CO)C[C@H](C)[C@H](CN(C)C(=O)Nc2ccc4c(c2)OCO4)OCCCC[C@@H](C)O3)cc1	-1.4
COCCOC(=O)N1C(=O)[C@@]2(c3ccccc31)[C@H](c1ccccc1OCCO)N1[C@H](c3ccccc3)[C@H](c3ccccc3)OC(=O)[C@H]1[C@@H]2C(N)=O	-7.6
COc1ccc(NC(=O)N(C)C[C@H]2OCCCC[C@H](C)Oc3ccc(NC(=O)c4ccccc4)cc3C(=O)N([C@@H](C)CO)C[C@H]2C)cc1	-4.4
CC(C)=CCc1cc(/C=C2\OC(=O)C(c3cc4c(cc3O)OC(C)(C)CC4)C2=O)ccc1O (centres undefined)	-5.5
O=C(CCCCC(=O)Nc1c(I)cc(I)c(C(=O)O)c1I)Nc1c(I)cc(I)c(C(=O)O)c1I	2.4
CCCNC(=O)N(C)C[C@@H]1Oc2ncc(-c3ccc(F)cc3)cc2C(=O)N([C@@H](C)CO)C[C@@H]1C	3.6
C[C@@H]1CN([C@@H](C)CO)C(=O)CCCn2cc(nn2)CO[C@@H]1CN(C)S(=O)(=O)c1cn(C)cn1	-2.6
C[C@H](CO)N1C[C@H](C)[C@H](CN(C)Cc2ccc(Cl)c(Cl)c2)Oc2ccc(NS(=O)(=O)c3cn(C)cn3)cc2CC1=O	-5.0
CCCNC(=O)C[C@H]1C[C@H]2c3cc(NS(C)(=O)=O)ccc3O[C@H]2[C@@H](CO)O1	-1.8
CC(C)NC(=O)N(C)C[C@@H]1Oc2ncc(C#Cc3ccccc3F)cc2C(=O)N([C@@H](C)CO)C[C@@H]1C	4.9
CN(C)CC(=O)Nc1ccc2c(c1)[C@@H]1C[C@H](CC(=O)N3CCOCC3)O[C@@H](CO)[C@@H]1O2	-10.5
COc1ccc(S(=O)(=O)N(C)C[C@H]2OCCCC[C@@H](C)Oc3ccc(NS(=O)(=O)c4ccccc4)cc3C(=O)N([C@@H](C)CO)C[C@@H]2C)cc1	-3.2
COc1ccc(S(=O)(=O)N(C)C[C@H]2Oc3cc(C#CC4CC4)ccc3S(=O)(=O)N([C@@H](C)CO)C[C@@H]2C)cc1	1.0
C[C@@H]1CN([C@@H](C)CO)C(=O)CCCn2cc(nn2)CO[C@H]1CN(C)C(=O)C1CC1	1.6
CC(C)=CCC/C(C)=C/CC/C(C)=C/Cc1c(C)cc(O)cc1O	-18.9
CC(C)CC#Cc1ccc2c(c1)O[C@H](CN(C)Cc1ccncc1)[C@@H](C)CN([C@@H](C)CO)S2(=O)=O	6.0
C[C@H](CO)N1C[C@H](C)[C@H](CN(C)Cc2ccccn2)Oc2ncc(C#CC3CC3)cc2C1=O	2.1
C[C@@H]1CN([C@H](C)CO)C(=O)c2cc(-c3ccccc3F)cnc2O[C@H]1CN(C)C(=O)c1ccccn1	-0.8
The list goes on:
SMILES	NSD2 block
Cn1nc(C(C)(C)C)cc1C(=O)NN1CCOCC1	-3.3
C/C=C/c1cnc2c(c1)C(=O)N([C@H](C)CO)C[C@@H](C)[C@H](CN(C)S(=O)(=O)c1cccs1)O2	8.5
Cc1noc(C)c1NC(=O)N(C)C[C@@H]1OCCCC[C@@H](C)Oc2ccc(NC(=O)Nc3ccccc3)cc2C(=O)N([C@H](C)CO)C[C@@H]1C	-0.9
CCCCCCCCNC(C)C(O)c1ccc(SC(C)C)cc1 (centres undefined)	19.7
C[C@H]1CN([C@@H](C)CO)C(=O)c2cc(NS(C)(=O)=O)ccc2O[C@H]1CN(C)Cc1ccc(Oc2ccccc2)cc1	4.5
O=C(C1=C[C@H](c2ccccc2)C[C@H](OCc2ccc(CO)cc2)O1)N1CCOCC1	2.8
C[C@H](CO)N1C[C@H](C)[C@H](CN(C)CC2CCCC2)Oc2ncc(Br)cc2C1=O	0.3
COCC#Cc1cnc2c(c1)C(=O)N([C@@H](C)CO)C[C@@H](C)[C@@H](CN(C)C(=O)Nc1cc(F)ccc1F)O2	20.7
Cc1noc(C)c1NC(=O)N(C)C[C@H]1Oc2ccc(NC(=O)Cc3ccccc3)cc2C(=O)N([C@@H](C)CO)C[C@@H]1C	-0.1
Cc1noc(C)c1S(=O)(=O)Nc1ccc2c(c1)C(=O)N([C@H](C)CO)C[C@@H](C)[C@@H](CN(C)C(=O)Cc1ccccc1)OCCCC[C@H](C)O2	-1.4

Shown with values ahead of the structure: entries from further up.
NSD2 block	compound
4.8	O=C(C[C@@H]1C[C@@H]2c3cc(NC(=O)C4CCC4)ccc3O[C@@H]2[C@@H](CO)O1)NCC1CC1
5.4	CCC(=O)N(C)C[C@@H]1Oc2cc(-c3ccc(F)cc3)ccc2S(=O)(=O)N([C@@H](C)CO)C[C@@H]1C

Remaining list, next part.
SMILES	NSD2 block
C[C@@H]1CN([C@H](C)CO)C(=O)c2cc(-c3ccc(C#N)cc3)cnc2O[C@@H]1CN(C)Cc1ccncc1	-2.2
CC(C)NC(=O)N(C)C[C@H]1Oc2ncc(-c3ccc(C(=O)N(C)C)cc3)cc2C(=O)N([C@@H](C)CO)C[C@H]1C	-2.0
C[C@@H]1CCCCO[C@H](CN(C)C(=O)Nc2ccc(C(F)(F)F)cc2)[C@@H](C)CN([C@@H](C)CO)C(=O)c2cc(NS(=O)(=O)c3ccc(Cl)cc3)ccc2O1	-6.7
C[C@H]1CN([C@@H](C)CO)C(=O)c2cc(-c3ccc(C(=O)N(C)C)cc3)cnc2O[C@@H]1CN(C)C(=O)c1ccncc1	-3.0
CCCN(C)C[C@H]1Oc2ncc(-c3ccncc3)cc2C(=O)N([C@@H](C)CO)C[C@@H]1C	8.9
OCC1CCCN1CC1CC1 (centres undefined)	-6.3
Cc1ccc(S(=O)(=O)Nc2ccc3c(c2)C(=O)N([C@@H](C)CO)C[C@H](C)[C@H](CN(C)Cc2ccc(C(=O)O)cc2)OCCCC[C@@H](C)O3)cc1	13.3
C[C@@H]1CN([C@@H](C)CO)C(=O)c2cccc(NC(=O)C3CC3)c2O[C@H]1CN(C)Cc1ccc(C(=O)Nc2ccccc2N)cc1	16.5
C[C@@H]1CN([C@H](C)CO)C(=O)c2cc(NC(=O)Nc3cccc4ccccc34)ccc2O[C@H]1CN(C)Cc1ccc(Oc2ccccc2)cc1	1.6
COC(=O)C(CC#Cc1ccc2c(c1)[C@]1(C(=O)N2)[C@H](C(=O)NC[C@H](O)c2ccccc2)[C@H]2C(=O)O[C@H](c3ccccc3)[C@H](c3ccccc3)N2[C@@H]1c1ccc(O)cc1)C(=O)OC	-4.8
CN(C)CCCOc1ccc(/C=N/NC(=O)CCCCCC(=O)NO)cc1	4.7
CCCNC(=O)Cc1ccc(N2C(=O)CSC2c2ccccc2)cc1 (centres undefined)	-2.3
